Screening results from PubChem.
TSHR antagonist: Antagonists of the Thyroid Stimulating Hormone Receptor: HTS campaign; Thyrotropin receptor (Homo sapiens), P16473; TSHR-expressing cells, TSH-stimulated cAMP HTRF, 2 h; active compounds read low; activity change, negative = inhibition, % at 11.5 µM; 0.2% of 330,000 active;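 active = activity change below a set negative limit, meaning inhibition stronger than a set level, cut at about -70% in these data; inconclusive = activity change between two set negative limits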; note: % is set by controls: 0 for no effect and ±100 for the full control effect
Target sequence (P16473 whole entry, looked up): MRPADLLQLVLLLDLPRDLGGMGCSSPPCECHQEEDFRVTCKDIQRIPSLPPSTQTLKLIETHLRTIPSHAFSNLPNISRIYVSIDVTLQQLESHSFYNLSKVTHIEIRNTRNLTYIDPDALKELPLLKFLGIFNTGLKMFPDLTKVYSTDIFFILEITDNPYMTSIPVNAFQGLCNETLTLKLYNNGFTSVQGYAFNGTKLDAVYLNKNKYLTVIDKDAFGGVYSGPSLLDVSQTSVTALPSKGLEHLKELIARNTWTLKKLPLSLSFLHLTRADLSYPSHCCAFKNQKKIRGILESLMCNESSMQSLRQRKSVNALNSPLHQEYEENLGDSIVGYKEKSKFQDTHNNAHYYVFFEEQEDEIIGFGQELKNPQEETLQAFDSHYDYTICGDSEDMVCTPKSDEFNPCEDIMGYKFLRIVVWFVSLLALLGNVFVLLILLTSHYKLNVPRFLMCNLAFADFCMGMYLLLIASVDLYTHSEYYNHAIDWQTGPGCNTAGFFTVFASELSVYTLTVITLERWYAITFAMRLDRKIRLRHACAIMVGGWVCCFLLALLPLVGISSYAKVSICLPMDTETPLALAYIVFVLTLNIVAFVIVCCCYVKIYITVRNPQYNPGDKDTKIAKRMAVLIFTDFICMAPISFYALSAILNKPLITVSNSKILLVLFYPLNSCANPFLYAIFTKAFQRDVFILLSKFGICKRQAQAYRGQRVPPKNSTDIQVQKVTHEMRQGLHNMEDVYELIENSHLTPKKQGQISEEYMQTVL
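TSHR-expressing cells were treated with compounds, then stimulated with TSH at EC80 (4nM final) for 2 hours at 37 deg C. Cellular cAMP was measured by HTRF competition between lysate cAMP and cAMP-d2 for a cryptate-labelled anti-cAMP antibody.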
ELG1 repair inh: qHTS screen for small molecules that inhibit ELG1-dependent DNA repair in human embryonic kidney (HEK293T) cells expressing luciferase-tagged ELG1; HEK293T ELG1-luciferase reporter, luminescence, 16 h; DNA damage induced by 5-fluorouridine; Potency, µM (top dose mostly 46.1 µM), for the others: top-dose activity change, negative = inhibition, usual class: inhibitors; 2.3% of 330,000 active; AID 504467, 2011; note: potency is the fitted concentration of half-maximal effect; % is set by controls: 0 for no effect and ±100 for the full control effect; nearly all actives have a fitted effect of over 55% in size
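HEK293T cells expressing luciferase-tagged ELG1 (2,000/well) received 5-Fluorouridine plus compound or DMSO for 16 hr at 37 °C. Luciferase was read by ONE-Glo luminescence after 30 min at room temperature.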
B2AR arrestin: qHTS assay of beta-arrestin-biased ligands of beta2-adrenergic receptor; Beta-2 adrenergic receptor (Homo sapiens), P07550; beta-arrestin recruitment to beta2AR, cell-based reporter; Potency, µM (highest dose often 46.1 µM), inactives show at the top dose activation, hits mostly activators; 0.02% of 330,000 active; AID 492947, 2010;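 note: potency is the fitted concentration of half-maximal effect; 0% = DMSO controls and full agonism = EC100 isoproterenol or metaproterenol; nearly all actives have a fitted effect of over 65% in size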
Tb PFK block: qHTS Assay to Find Inhibitors of T. brucei phosphofructokinase; ATP-dependent 6-phosphofructokinase (Trypanosoma brucei brucei), O15648; T. brucei PFK, ADP-Glo luminescence; Potency, µM (doses to about 57.5 µM), inactives show top-dose activity, negative = inhibition, actives largely listed as inhibitors; 0.17% of 330,000 active;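 note: potency is the fitted concentration of half-maximal effect; 0% = uninhibited 1x PFK enzyme wells and -100% = no-enzyme wells; nearly all actives have a fitted effect of over 60% in size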
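Compounds were pin-transferred as a titration series up to 57 uM into substrate buffer (0.5 mM F6P, 0.1 mM ATP, pH 8.0), then 1.25 nM PFK was added and reactions ran 45 min before ADP-Glo detection.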
USP2a inh: qHTS Assay for Inhibitors of Ubiquitin-specific Protease USP2a Using CHOP2 as the Reporter; Ubiquitin carboxyl-terminal hydrolase 2 (Homo sapiens), O75604; USP2 core, Ub-CHOP2 coupled fluorogenic reporter, 485/531; Potency, µM (highest dose often 38.3 µM), for the others: top-dose activity change, negative = inhibition, most hits filed as inhibitors; 0.01% of 330,000 active;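 note: potency is the fitted concentration of half-maximal effect; plate controls were DMSO wells for no effect and full inhibition by NEM control for full effect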
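USP2 core (10nM final) preincubated 30min RT with compound in 20mM Tris-HCl pH 8.0, 2mM CaCl2, 2mM beta-mercaptoethanol, 0.05% CHAPS; 25nM Ub-CHOP2 plus 25nM reporter substrate added, fluorescence (Ex485/Em531) read after 60min.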
Mito fusion act: qHTS Assay for Small Molecule Inhibitors of Mitochondrial Division or Activators of Mitochondrial Fusion; S. cerevisiae fusion-defective mutant growth rescue, CellTiterGlo 48 h; Potency, µM (highest dose often 46.1 µM), for inactives: at the top dose growth rescue (activation), hits mostly activators; 0.23% of 320,000 active; AID 485298, 2010;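 note: potency is the fitted concentration of half-maximal effect; % of control where 0% means no effect; nearly all actives have a fitted effect of over 45% in size; temperature-sensitive fusion mutants such as fzo1-1 at 37 °C on non-fermentable ethanol glycerol medium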
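Yeast fusion mutant, YPEG (non-fermentable carbon), compound, 48 h at 37C non-permissive; CellTiterGlo added, 10 min RT, luminescence read. Rescued growth = division inhibition.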
PTAP TSG101 blk: qHTS Assay for Iinhibitors of HIV-1 Budding by Blocking the Interaction of PTAP/TSG101; Tumor susceptibility gene 101 protein (Homo sapiens), Q99816; Fluorescence polarization, FITC-PTAP peptide / Tsg101 binding; Potency, µM (top dose mostly 115 µM), for the others: at the top dose activity change, negative = inhibition, actives largely listed as inhibitors; 340,000 tested, under 10 active; active = well fitted inhibition curve with a large enough effect in the main read-out, with a control signal flat, not every such curve was filed as active; inconclusive = small, poorly fitted or top-dose-only effect, or effect the other way, or a change in a side signal; inactive = no such curve, though single readings can be large or run the other way; note: potency is the fitted concentration of half-maximal effect; % of control where 0% means no effect
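Steps: Tsg101 binding domain dispensed (10 uM final), compounds pinned in DMSO, FITC-labeled PTAP-motif peptide added (50 nM final); after 20 min binding at room temperature, polarization measured.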
uPA generation: qHTS for Inhibitors of Cell Surface uPA Generation. cell surface uPA generation assay, qHTS. Potency, µM (titrated, usually from 38.3 µM), without a hit: at the top dose activity change, negative = inhibition, actives largely listed as inhibitors. 0.31% of 330,000 active; active = well fitted inhibition curve with a large enough effect; inconclusive = small, poorly fitted or top-dose-only effect; inactive = no such curve, though single readings can be large or run the other way; tested in mouse RAW 264.7 cells; note: potency is the fitted concentration of half-maximal effect; % is set by controls: 0 for no effect and ±100 for the full control effect; nearly all actives have a fitted effect of over 55% in size
BCR signal inh: qHTS Assay to Find Inhibitors of Chronic Active B-Cell Receptor Signaling | ABC-DLBCL IkBa-CBG/CBR reporter, luminescence ratio, 4 h | Potency, µM (top dose mostly 46.1 µM), inactives show at the highest dose ratio change, negative = lower green/red ratio, most hits filed as inhibitors | 0.05% of 340,000 active | AID 493014, 2011; active = well fitted inhibition curve with a large enough effect in the signal ratio, with a control signal flat, not every such curve was filed as active; inconclusive = small, poorly fitted or top-dose-only effect, or effect the other way, or a change in a side signal; the % refers to the signal ratio;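 note: potency is the fitted concentration of half-maximal effect; plate controls were basal doxycycline-induced cells for no effect and cells given 10 µM MG132 for full effect; MG132 reads +100%, hits lower the ratio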
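TMD8 human ABC-DLBCL cells with doxycycline-inducible IκBα–green luciferase fusion and unfused red luciferase, in 0.5% FBS medium; compounds up to 46 uM, 4 h at 37C. Green/red luminescence ratio, filter-overlap corrected, fitted to concentration-response curves.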
TCR act: Activators of T cell receptors: qHTS campaign; 330,000 tested, under 10 active; primary human leukocytes, anti-CD3, IL-2 HTRF, 48 h; AID 504894, 2011; Potency, µM (titrated, usually from 9.22 µM), for inactives: at the top dose activation of IL-2 secretion, actives largely listed as activators; note: % of control where 0% means no effect
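Primary human leukocytes receive a-CD3 beads and test compound and are incubated 48 hr. Secreted IL-2 is then assayed by HTRF, measuring 665nm acceptor emission after 320nm excitation of the europium donor.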
Eya2 inh: qHTS Assay for Inhibitors of the Phosphatase Activity of Eya2; Protein phosphatase EYA2 (Homo sapiens), O00167; recombinant Eya2, OMFP fluorescence dephosphorylation (OMFP is methylfluorescein phosphate); Potency, µM (series often up to 76.9 µM), for the others: top-dose activity, negative = inhibition, usual class: inhibitors; 0.006% of 330,000 active; AID 488837, 2010; note: potency is the fitted concentration of half-maximal effect; % is set by controls: 0 for no effect and ±100 for the full control effect
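Eya2 protein (added as 0.2 uM solution) was preincubated with compound for 10 min at ambient temperature in 50 mM HEPES pH 7.5, 50 mM NaCl, 5 uM MgCl2, 0.05% BSA, 1 mM DTT. OMFP (added at 50 uM) then reacted 10 min; fluorescence read at 485/525 nm.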
* marks the source's active call; other numbers are inactive results; ? = inconclusive; . = not tested or not shown; [ ] = another dose, or the depositor's remark. Unless noted, calls come from the whole dose curve; as a rule, active = well fitted curve in the direction sought with a large enough effect; inconclusive = small, poorly fitted or top-dose-only effect, or another doubt; inactive = no such curve, though single readings can be large; an effect the other way counts as inactive or inconclusive. This is a random part of the collection (roughly 3% active in at least one column).

SMILES	TSHR antagonist	ELG1 repair inh	B2AR arrestin	Tb PFK block	USP2a inh	Mito fusion act	PTAP TSG101 blk	uPA generation	BCR signal inh	TCR act	Eya2 inh
CC1=Nc2cc(C(=O)NCc3ccco3)ccc2Sc2ccc(C)cc21	10	?	-0.2%	0%	-1%	?	2%	-6%	?	2%[46.1 µM]	3%
CSCCC(NS(=O)(=O)c1ccccc1)C(=O)OCc1cc(=O)oc2cc(O)ccc12 (configuration not stated)	34	-2%	0.5%	-2%	-1%	4%	-3%	9%	-4%	-30%	3%
CCOCCCNC(=O)CCC(=O)NNc1nc2ccccc2c2nc(-c3ccccc3)nn12	0	?	-0.6%	-5%	-1%	-4%	2%	26%	8%	-4%[46.1 µM]	2%
Cc1cc(-n2c(C)cc(C(=O)CSc3[nH]c(=O)cc(C(F)(F)F)c3C#N)c2C)no1	?	0%	0.2%	-6%	1%	0%	-5%	6%	?	2%	-9%
Cc1cc(C)c(CN2CCN(C(=O)Cn3ccc(N)nc3=O)CC2)c(C)c1	-19	12%	0.1%	3%	0%	-3%	-5%	2%	-7%	-5%	5%
CC(C)NC(=O)c1ccc2c(=O)n(Cc3ccco3)c(=S)[nH]c2c1	7	1%	-1.0%	-9%	1%	1%	-2%	1%	?	0%	-11%
CO/N=C/C(C#N)=C/c1ccc(OC)cc1	-4	?	0.1%	-2%	0%	2%	-8%	-4%	9%	3%	20%
Cc1cc(NS(=O)(=O)c2c(C(=O)N3CCOCC3)c(C)n(C)c2C)ccc1Br	8	10%	0.4%	-1%	2%	-2%	-2%	-7%	-1%	8%	10%
CC(/C=N/NC(=O)c1cc(-c2ccncc2)nc2ccccc12)=C\c1ccco1	-1	?	-0.1%	-1%	6%	3%	.	?	?	.	16%
CN(C)S(=O)(=O)N1CCN(C(=O)c2ccccc2)CC1	-5	-4%	0.4%	-2%	4%	-4%	-5%	7%	-13%	.	7%
Cc1ccc(CNC(=O)C(=O)NCC2OCCN2S(=O)(=O)c2ccc(Br)cc2)cc1 (configuration not stated)	10	?	-1.1%	-6%	-7%	-1%	.	?	-11%	7%	-2%
O=C1CCN(C(=O)c2ccc(Cl)cc2)N1	-3	-11%	-0.3%	0%	-1%	6%	-2%	5%	0%	-6%	8%
CC(=O)N1CCN(c2ccc(NC(=S)NC(=O)c3ccccc3)cc2)CC1	22	4%	-0.5%	0%	-1%	-6%	-10%	5%	-8%	3%[46.1 µM]	3%
Cc1ccc(S(=O)(=O)N2CCCC2CNC(=O)c2ccccc2)cc1 (configuration not stated)	-7	-8%	-2.2%	-3%	0%	6%	0%	-8%	?	5%	-21%
CCCCn1c(N)c(N(CC(C)C)C(=O)c2cc3c(s2)CCC3)c(=O)[nH]c1=O	4	18%	-0.6%	0%	-1%	-3%	-4%	3%	0%	7%	1%
O=C(CCc1nc2sc3c(c2c(=O)[nH]1)CCCC3)NCCc1ccc(F)cc1	3	-15%	0.5%	-6%	2%	-3%	3%	1%	1%	-7%	-15%
O=C(CN(C(=O)CSc1nnc(COc2ccccc2)o1)c1ccc(F)cc1)NC1CCCCC1	3	?	-0.3%	-3%	2%	6%	-4%	-22%	?	.	-31%
CCN1CCN(c2nnc(-c3ccc(F)cc3)c3ccccc23)CC1	1	12%	-0.2%	0%	1%	3%	-2%	-4%	5%	1%	-21%
CCc1cc(Br)ccc1NC(=O)C1CCCO1 (configuration not stated)	-9	6%	-3.7%	-1%	2%	-2%	.	-3%	-2%	.	-11%
CC(C)CN(C(=O)c1cccc([N+](=O)[O-])c1)c1c(N)n(CC(C)C)c(=O)[nH]c1=O	8	10%	-0.4%	10%	0%	-4%	1%	-2%	0%	-6%	-2%
CCC(C)NCCOc1cc(C)cc(C)c1C (configuration not stated)	11	3%	0.1%	-1%	-8%	-7%	-4%	1%	?	2%	0%
Clc1ccc(OCc2nn[nH]n2)cc1	-3	-5%	-0.6%	-1%	0%	2%	-5%	-13%	5%	-5%	-1%
Cc1cc(Cl)c2oc(C(=O)N(C)C3CCOC3)c(C)c2c1 (configuration not stated)	-7	?	-0.2%	-3%	-1%	18%	-9%	-10%	?	1%	1%
CC1CCC(N2CCN(c3ccc([N+](=O)[O-])cc3)CC2)CC1 (configuration not stated)	-4	3%	0.0%	-14%	-6%	-4%	0%	-1%	-3%	.	9%
C=CCOCC(O)Cn1c(N2CCCC2)nc2c1c(=O)[nH]c(=O)n2C (configuration not stated)	0	16%	0.1%	1%	0%	0%	-7%	22%	-1%	-3%	-5%

Next section:
SMILES	TSHR antagonist	ELG1 repair inh	B2AR arrestin	Tb PFK block	USP2a inh	Mito fusion act	PTAP TSG101 blk	uPA generation	BCR signal inh	TCR act	Eya2 inh
O=C(NCc1ccc(Cl)cc1)C1CC(O)CN1S(=O)(=O)c1ccc(Cl)cc1 (configuration not stated)	3	5%	0.9%	1%	-1%	-1%	-5%	-1%	-21%	7%	?
O=C(COC(=O)c1cnc(Cl)c(Cl)c1)Nc1ccc(S(=O)(=O)N2CCCC2)cc1	-14	7%	4.2%	-3%	-2%	-4%	-2%	8%	1%	-3%[46.1 µM]	-1%
CC1(C(=O)Nc2ccc3c(c2)OCO3)CC1(Cl)Cl (configuration not stated)	2	?	-0.6%	-1%	2%	-2%	-10%	0%	6%	-2%	-7%
O=C(Nc1ccccc1F)NC1CC1	1	-3%	-0.1%	1%	0%	-2%	-1%	0%	-6%	-3%	10%
c1ccc(CNc2ncnc3sccc23)cc1	-31	-11%	-0.1%	-7%	0%	?	-3%	-7%	-6%	1%	-13%
CCc1nc(NCC2CCCO2)c2oc3ccccc3c2n1 (configuration not stated)	-8	?	0.4%	5%	0%	7%	-1%	-10%	3%	1%	-11%
CCOC(=O)CC(=O)CSc1ncnc2c1cnn2-c1ccccc1	14	?	-0.9%	-2%	0%	3%	1%	5%	?	1%	-1%

In the list so far, 3 contain a thiophene ring, fused or not:
SMILES	TSHR antagonist	ELG1 repair inh	B2AR arrestin	Tb PFK block	USP2a inh	Mito fusion act	PTAP TSG101 blk	uPA generation	BCR signal inh	TCR act	Eya2 inh
CCCCn1c(N)c(N(CC(C)C)C(=O)c2cc3c(s2)CCC3)c(=O)[nH]c1=O	4	18%	-0.6%	0%	-1%	-3%	-4%	3%	0%	7%	1%
O=C(CCc1nc2sc3c(c2c(=O)[nH]1)CCCC3)NCCc1ccc(F)cc1	3	-15%	0.5%	-6%	2%	-3%	3%	1%	1%	-7%	-15%
c1ccc(CNc2ncnc3sccc23)cc1	-31	-11%	-0.1%	-7%	0%	?	-3%	-7%	-6%	1%	-13%

Profiles as entered above:
Clc1ccc(OCc2nn[nH]n2)cc1 in the list: TSHR antagonist: -3; ELG1 repair inh: -5%; B2AR arrestin: -0.6%; Tb PFK block: -1%; USP2a inh: 0%; Mito fusion act: 2%; PTAP TSG101 blk: -5%; uPA generation: -13%; BCR signal inh: 5%; TCR act: -5%; Eya2 inh: -1%
O=C1CCN(C(=O)c2ccc(Cl)cc2)N1 in the list: TSHR antagonist: -3; ELG1 repair inh: -11%; B2AR arrestin: -0.3%; Tb PFK block: 0%; USP2a inh: -1%; Mito fusion act: 6%; PTAP TSG101 blk: -2%; uPA generation: 5%; BCR signal inh: 0%; TCR act: -6%; Eya2 inh: 8%
